High-throughput results as filed in PubChem.
PG9 binder = PG9 antibody binding by small molecule. 0.43% of 360,000 active. TR-FRET gp120-PG9 antibody binding. inhibition, % at 6.7 µM; in the data active = inhibition above about 8.5%
hcDAF12 agonist = activates DAF-12 receptor from parasite H. contortus; 1.4% of 370,000 active; HEK293 hcDAF-12 lit1-tk-luc reporter, luminescence; 0% DMSO, 100% Δ7-dafachronic acid; activation, % at 6.8 µM;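 active = activation above the mean of all tested compounds plus 3 SD, cut at about 5.5% in these data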;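 also: 100% = response to 3 µM Δ7-dafachronic acid high control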
hgDAF12 agonist = hgDAF-12 agonism, primary luciferase screen | HEK293 GAL4-hgDAF12 UAS-luciferase reporter, agonist luminescence; normalized to butyrate control | 1.8% of 370,000 active | AID 687014 | activation, % at 6.8 µM;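 active = activation above a cutoff set at the mean of all screened compounds plus 3 SD, cut at about 10% in these data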;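 also: 0% = DMSO wells and 100% = sodium butyrate wells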
ADAM17 inh = ADAM17 inhibition, QFRET primary screen. P78536. recombinant ADAM17, EDANS/DABCYL FRET peptide cleavage. 0.83% of 370,000 active. inhibition, % at 6.95 µM. AID 720648;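 active = inhibition above the mean of compounds lying between control limits plus 3 SD, set per campaign, cut at about 8.5% in these data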;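 also: 0% = DMSO-only wells as the low control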
Target sequence (P78536 215-824 limits assumed): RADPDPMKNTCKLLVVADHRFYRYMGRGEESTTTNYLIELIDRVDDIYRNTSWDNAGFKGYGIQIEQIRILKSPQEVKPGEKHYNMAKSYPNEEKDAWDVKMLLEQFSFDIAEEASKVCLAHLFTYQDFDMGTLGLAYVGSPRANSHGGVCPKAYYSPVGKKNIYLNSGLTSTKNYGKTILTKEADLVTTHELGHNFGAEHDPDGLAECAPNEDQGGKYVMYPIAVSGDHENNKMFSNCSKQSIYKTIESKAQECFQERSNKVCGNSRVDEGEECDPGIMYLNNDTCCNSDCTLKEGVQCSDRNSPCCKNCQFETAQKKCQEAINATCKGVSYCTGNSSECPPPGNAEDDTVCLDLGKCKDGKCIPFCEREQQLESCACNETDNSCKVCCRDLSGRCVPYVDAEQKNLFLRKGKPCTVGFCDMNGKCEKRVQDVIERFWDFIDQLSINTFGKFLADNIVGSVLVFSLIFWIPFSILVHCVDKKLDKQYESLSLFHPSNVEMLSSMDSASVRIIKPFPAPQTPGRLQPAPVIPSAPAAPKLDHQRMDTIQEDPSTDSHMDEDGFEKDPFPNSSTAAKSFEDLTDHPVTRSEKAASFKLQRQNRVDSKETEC
DAX1 inh-1 = NR0B1 (DAX1) inhibition. P51843. 0.99% of 340,000 active. AID 504766. inhibition, % at 6.75 µM. HEK293 Gal4-DAX1 luciferase reporter, luminescence;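 active = inhibition above the mean over all tested compounds plus 3 SD, cut at about 4.2% in these data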;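 also: 0% = DAX1-transfected cells with DMSO and 100% = empty-vector control cells with DMSO; inhibition shows as a rise in luminescence from relieved DAX1 repression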
Target sequence (P51843 207-470 limits assumed): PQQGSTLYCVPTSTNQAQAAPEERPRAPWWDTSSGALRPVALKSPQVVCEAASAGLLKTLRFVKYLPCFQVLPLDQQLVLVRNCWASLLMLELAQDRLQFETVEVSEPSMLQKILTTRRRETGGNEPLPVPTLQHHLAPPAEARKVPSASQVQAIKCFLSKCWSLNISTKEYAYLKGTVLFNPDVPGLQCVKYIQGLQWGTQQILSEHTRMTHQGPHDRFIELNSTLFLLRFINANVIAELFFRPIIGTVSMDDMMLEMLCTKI
DAX1 inh-2 = blocks DAX1 repression of SF-1 activated StAR promoter. HEK293T StAR-luciferase reporter, SF-1/DAX-1 repression relief. inhibition, % at 6.8 µM. 1.1% of 370,000 active. AID 652010;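 active = inhibition above the mean over all tested compounds plus 3 SD, cut at about 3.6% in these data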;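 also: 0% = DAX-1 cells with DMSO and 100% = cells lacking DAX-1 with DMSO; higher inhibition means more luminescence from relief of DAX-1 repression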
ADAM10 inh = ADAM10 inhibition, QFRET primary screen | recombinant ADAM10, EDANS/DABCYL FRET peptide cleavage, 3 h | inhibition, % at 7 µM | 0.62% of 370,000 active;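 active = inhibition above a per-campaign cutoff equal to the mean of compounds falling between control-based bounds plus 3 SD, cut at about 20% in these data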;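 also: 0% = DMSO wells while the 100% control is not disclosed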
GAA850 FXN act = activators of GAA850 frataxin (FXN) promoter. HEK293 lucGAA850 FXN promoter luciferase reporter, 24 h; percent of 10 µM SAHA response. activation, % at 6 µM. 0.56% of 360,000 active;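 active = activation above the average of all compounds screened plus 3 SD, cutoff fixed separately per campaign, cut at about 7.5% in these data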;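 also: 0% = DMSO wells and 100% = 10 µM SAHA wells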
ssDAF-12 act = S. stercoralis DAF-12 activation, primary screen; activation, % at 6.8 µM; 1% of 370,000 active; AID 652126; HEK293 ssDAF-12/GRIP1 lit1-tk-luc reporter, luminescence; % of 3 µM dafachronic acid response;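 active = activation above the mean over all tested compounds plus 3 SD, cut at about 0.9% in these data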;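 also: 0% = DMSO-only wells and 100% = 3 µM delta7-dafachronic acid wells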
NPR1 activator = GC-A (human) enzyme activation. P16066. 0.14% of 370,000 active. AID 1671463. activation, % at 10 µM. HEK293 GC-A cells, cGMP TR-FRET, EC30 ANP; 0% at EC30 ANP, 100% saturating ANP; in the data active = activation above about 40%
SMARCA2 act = activators of SMARCA2 function. MG213 cells, MMTV-luciferase reporter, dexamethasone, overnight. activation, % at 9.1 µM. 1% of 370,000 active. AID 652017; in the data active = activation above about 7.8%;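 also: 0% = vehicle wells and 100% = reference activator wells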
* hit, by the source's call; i = inactive; nt = not tested or not shown. Rows were taken by chance, and some 6.8% of all compounds hit somewhere here.

Molecule	PG9 binder	hcDAF12 agonist	hgDAF12 agonist	ADAM17 inh	DAX1 inh-1	DAX1 inh-2	ADAM10 inh	GAA850 FXN act	ssDAF-12 act	NPR1 activator	SMARCA2 act
CCN1CCN(c2cc(C)c3cc(NC(=O)CCC(=O)N4CCN(c5ccccc5OC)CC4)ccc3n2)CC1	0.2	-1.5	3.1	-71	0.2	-0.1	-227	2.0	-0.2	-4	2
CCOc1ccc(CCNC(=O)COC(=O)c2c(C)nn(-c3ccccc3)c2C)cc1OCC	-2.7	-2.6	-1.2	-6	-0.1	-4.6	-1	-3.8	-0.7	-3	1
NS(=O)(=O)c1ccc(-c2ccc(/C=N/Nc3ccc(C(=O)O)cc3)o2)cc1	-17	-0.4	-2.5	-21	-2.8	0.1	-42	-0.4	-1.7	-2	1
COc1c(C(CC(C)C)OC(C)=O)ccc2c1C(=O)OCc1cc(C)cc(O)c1O2 (stereo not given)	0.7	-2.0	-4.6	12*	-0.7	-1.0	19	-1.9	-1.9	0	-1
O=C(CN1C(=O)NC2(CCCC2)C1=O)OCc1ccc(Cl)c(Cl)c1	-1.7	-0.5	-0.3	8	0.6	-1.5	2	-2.8	-0.8	-1	-2
COc1nc(-c2ccccc2)cc(-c2ccccc2)n1	-3.6	0.5	1.9	3	0.3	-0.4	4	-0.9	-0.5	-3	-1
CCOc1cc(NC(=S)Nc2ccccc2OC)c(OCC)cc1NC(=O)c1ccccc1C	1.7	-2.8	-1.4	-2	-0.2	-0.9	1	-2.3	-1.4	-2	-1
COc1ccccc1OCCC(=O)NCc1ccc2c(c1)OCO2	-1.3	-1.9	-1.0	-5	-0.3	0.5	2	-0.1	-0.8	0	-2
COC(=O)C1=C(C)N(C)C(=NCc2ccc3c(c2)OCO3)NC1c1cccc(F)c1 (stereo not given)	-0.4	0.7	-0.5	3	nt	0.8	-4	nt	-1.0	-5	5
CC1CCCCN1CC(=O)c1c[nH]c2ccccc12 (stereo not given)	-0.1	2.7	-1.3	-7	-0.6	0.3	3	-0.8	-0.3	5	0
Cc1cc(C(=O)CN2CC(C)OC(C)C2)c(C)n1-c1ccccc1 (stereo not given)	-1.0	-0.8	2.7	-1	0.5	1.1	-2	0.8	-1.4	1	8
O=C(NCc1cccnc1)c1cccc(S(=O)(=O)N2CCOCC2)c1	0.7	-0.2	-0.9	-2	3.1	0.1	3	-1.1	-1.4	4	-3
CCCCOc1cccc(-c2cc(C(=O)NNC(=S)NCC)c3ccccc3n2)c1	0.5	-1.5	6.5	-15	0.5	-0.8	-39	0.1	-1.5	0	-2
CC(C)(C)n1c(=O)[nH]c2c(c1=O)CCC2	-0.8	-1.0	0.9	2	0.1	-0.6	3	1.8	-1.3	2	0
CCCCOc1ccc(C2C3CN(C(=O)OCC)CC=C3C(C#N)=C(N)C2(C#N)C#N)cc1OC (stereo not given)	-2.0	-0.8	-1.1	-2	-1.1	0.2	-7	-4.4	-1.2	-4	1
COc1cc2c(cc1OC)CN(CC(=O)NC(=O)NCc1ccco1)CC2	2.8	-0.7	0.3	-93	1.2	-0.3	-256	1.6	-0.5	0	-2
COc1ccc(-c2cc(C(F)(F)F)nc(N3CCN(C)CC3)n2)cc1	0.4	-2.1	1.1	-3	-0.3	0.2	-21	0.0	-1.6	-3	-2
COc1cc(NC(=O)CN(C)S(=O)(=O)c2cccs2)cc(OC)c1	-1.2	-1.9	-0.8	1	0.0	0.3	-1	1.8	-1.6	-2	3
CCc1ccc(C(=O)C(C)OC(=O)Cc2n[nH]c(=O)c3ccccc23)cc1 (stereo not given)	-1.4	0.5	0.4	-4	-1.5	-4.6	-8	-4.4	-0.9	-4	-4
COc1c(C)cc(S(=O)(=O)N2CCOCC2)c(C)c1C	1.4	-0.1	-1.4	-5	0.6	0.8	1	0.4	-1.6	1	-2
Cc1c(NC(=O)COc2cccc3c2OC(C)(C)C3)c(=O)n(-c2ccccc2)n1C	-1.1	-3.0	1.7	-3	-0.2	-0.1	-4	3.5	-1.5	1	-1
Cc1cccc(C)c1NC(=O)C1(C)CCC(=O)N1CCc1c[nH]c2ccccc12 (stereo not given)	-1.2	0.1	5.6	-2	nt	-1.0	1	nt	-0.8	-1	-1
O=C(CSc1nc2c(c(=O)[nH]1)CCCC2)N1CCOCC1	nt	0.1	4.0	-2	nt	0.1	-13	nt	-0.9	0	-6
O=C(CCc1ccncc1)N1CCCC(Nc2ccc(F)c(F)c2)C1 (stereo not given)	0.8	-0.9	0.4	0	0.9	0.1	-1	0.6	-1.2	-1	-1
CC(C)OC(=O)CC(=O)CSc1nc2c(cc1C#N)CCCCC2	0.1	1.2	9.1	-20	3.8	1.7	-95	2.6	-0.1	12	4
c1ccc(OCc2nc(-c3ccccc3)no2)cc1	3.1	1.4	4.7	-4	1.5	1.1	4	1.9	-0.5	2	-4
O=C(c1n[nH]c2ccccc12)N1CCCCC1	-1.3	1.1	0.7	-9	0.3	3.2	7	0.9	0.1	-1	-5
COc1ccccc1CN(C)CC(=O)NC(=O)NC1CCCCC1	2.0	0.3	-0.3	1	1.1	-0.7	-11	2.1	-1.4	2	-1
Cc1ccccc1-n1ccnc1SCC(=O)NCc1ccco1	-0.4	-0.5	-4.2	-2	1.0	-0.5	-6	0.3	-1.9	-1	2
COc1cccc(C(=O)NCCS(=O)(=O)N2CCCC2)c1	0.4	-1.2	1.6	1	1.3	0.8	7	-1.6	-1.0	-3	-3
Cc1cc(Cl)ccc1C(=O)C1CCCN(C(=O)c2cnsn2)C1 (stereo not given)	-1.4	-0.3	-2.2	-2	-0.5	-0.5	4	1.3	-1.8	0	-1
Cc1cccc(C(=O)NC(=O)Nc2c(C)cc(C)nc2C)c1	-1.3	2.6	-0.9	-2	0.3	1.9	-4	3.7	-1.1	5	1
O=C(NC(=S)Nc1ccc([N+](=O)[O-])cc1)c1ccco1	-1.6	1.9	5.0	8	-0.1	1.6	6	3.7	-0.6	-4	0
O=c1[nH][nH]c(-c2ccccc2)c1C=Nc1ccc(OC(F)(F)F)cc1	-1.3	1.7	-4.9	-2	-0.6	0.3	3	1.5	-0.7	-2	1
Cc1cc(Cl)c(S(=O)(=O)N2CCCCCC2)cc1OCC(=O)NC1CCCCC1	3.5	-0.7	-1.6	-4	-0.5	-0.9	1	2.3	-1.9	0	-7
O=C(c1c(F)cccc1F)N(C1CCCCC1)C1CCCCC1	1.0	-1.5	-1.6	-2	-0.1	-0.9	-3	-0.3	-0.8	-6	-2
OC(c1ccccc1)(c1ccccc1)C1CCN(CCCNc2cccc(Br)c2)CC1	nt	-1.8	-1.3	-2	nt	-0.2	-3	nt	-0.2	-21	-4
CCOC(=O)C(=O)NNc1ccc(C)cc1	-1.2	2.0	-1.0	-5	-0.9	1.0	6	1.1	0.4	-3	-2
CCc1nnc(NC(=O)CSc2nc(SC)ns2)s1	-0.6	-0.3	-0.7	1	-0.3	0.1	2	-2.6	-1.7	-2	-2
CC(=O)NCCc1c[nH]c2ccc(OCC(O)CNC(C)(C)C)cc12 (stereo not given)	-1.4	0.2	-0.9	-1	1.1	0.2	-1	-1.4	-0.8	-2	3
O=C(NNC(=O)c1ccc(S(=O)(=O)N2CCCCC2)cc1)c1ccc(F)cc1	-1.8	-3.0	0.0	-1	-0.1	0.0	3	-0.1	-1.0	1	-1
COc1ccc(-c2csc(NCCn3c(C)nc4cc(C(F)(F)F)ccc43)n2)cc1	0.8	-0.9	-0.8	-3	0.9	-0.1	0	-1.5	-1.1	-5	0
Cc1ccccc1C(=O)N1CCC(C(=O)Nc2ccc(S(=O)(=O)N3C(C)CCCC3C)cc2)CC1 (stereo not given)	1.8	-3.6	-4.3	1	-0.8	-3.0	5	-2.2	-1.7	-1	-4
CS(=O)(=O)Nc1ccc(C2=NN(S(C)(=O)=O)C(c3ccc4c(c3)OCO4)C2)cc1 (stereo not given)	0.3	1.5	11*	-162	2.1	2.7	i	5.8	-0.7	2	10*
O=C1OC(/C=C/c2ccc(Cl)cc2Cl)=NC/1=C\c1cccs1	-1.4	-2.9	0.2	2	0.4	0.1	-2	0.8	-0.5	3	-1
COc1ccc(NC(=O)c2oc3ccccc3c2NC(=O)c2ccco2)c(OC)c1	1.7	-0.9	-2.5	-7	0.8	-0.3	-10	4.4	-1.4	9	-1
CC(C)CCNC(=O)CN(C(=O)CCC(=O)Nc1nccs1)C1CCCCC1	0.2	0.6	-1.1	3	-0.8	0.2	-3	1.1	-1.0	-1	1
CCN(CC)C(=O)[C@H]1C[C@H](CC(=O)NCc2ccc(OC)c(OC)c2)C(=O)N2CCc3c([nH]c4cc(-c5ccco5)ccc34)[C@]12C	-0.2	-3.1	-5.3	-171	-2.3	-3.5	i	-3.1	-1.4	-7	-6
O=C(Oc1cccnc1)c1ccc(Cl)c(Cl)c1	-1.1	-0.5	-0.7	-5	0.7	0.7	0	-1.1	-0.6	10	3
CC1CCCCN1S(=O)(=O)CCNC(=O)c1ccccc1 (stereo not given)	-1.4	-0.2	-2.8	1	-0.9	-0.5	-1	-0.2	-1.0	-2	2

Following part.
Molecule	PG9 binder	hcDAF12 agonist	hgDAF12 agonist	ADAM17 inh	DAX1 inh-1	DAX1 inh-2	ADAM10 inh	GAA850 FXN act	ssDAF-12 act	NPR1 activator	SMARCA2 act
Cc1ccc(-c2csc(N)n2)s1	0.1	4.3	3.6	1	-0.3	0.7	-4	0.2	-0.6	-4	-2
CCN(CC(=O)Nc1ccc(NC(C)=O)cc1)C(=O)CCCN1C(=O)c2ccccc2C1=O	-1.2	-0.5	-0.2	-1	-0.1	0.4	-4	-0.9	-1.1	2	-1
C(/C=C/c1ccccn1)=C\c1ccccc1	-2.2	4.6	7.5	-4	5.0*	1.1	-13	3.4	-0.3	2	4
O=C(COC(=O)c1cc(=O)c2ccccc2o1)NC1CCCCC1	-2.1	-2.5	0.6	1	-0.6	-0.3	1	0.7	-1.4	2	-1
COc1ccc(N2CCN(C(=S)Nc3ccc(S(N)(=O)=O)cc3)CC2)cc1	0.4	-1.4	-4.7	-1	0.2	-0.9	-3	1.0	-1.9	-4	-1
O=C(NNS(=O)(=O)c1ccc(F)cc1)c1cnn(-c2ccccc2)c1C(F)(F)F	-3.4	-0.8	1.1	0	1.9	-0.4	2	1.2	-0.9	0	-4
CC1=C(C(=O)OC(C)C)C(c2ccc(C)o2)NC(=O)N1 (stereo not given)	1.3	-1.4	-2.1	0	0.4	0.5	-4	2.3	-1.4	-2	0
C#Cc1ccc([C@@H]2C=C(C(=O)N3CCN(Cc4ccccc4)CC3)O[C@H](OCC)[C@H]2CCCO)cc1	-2.1	-1.0	-1.9	4	-1.1	0.1	24*	-1.5	-1.2	-2	-1
COc1ccccc1N1CCNC(C)C1=O (stereo not given)	0.2	0.0	4.9	1	-0.1	-0.4	0	2.1	-0.7	0	-2
